PAD4 inh – inhibitors of human PAD4. Q9UM07. recombinant PAD4, RCA probe fluorescence polarization. inhibition, % at 6.36 µM. hit rate 0.41% among 330,000;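 active = percent inhibition above a cutoff equal to the mean of all tested compounds plus 3 SD, cut at about 15% in these data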;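 also: 0% = PAD4 with RCA probe and DMSO and 100% = probe without PAD4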
Target sequence (Q9UM07 whole entry, looked up): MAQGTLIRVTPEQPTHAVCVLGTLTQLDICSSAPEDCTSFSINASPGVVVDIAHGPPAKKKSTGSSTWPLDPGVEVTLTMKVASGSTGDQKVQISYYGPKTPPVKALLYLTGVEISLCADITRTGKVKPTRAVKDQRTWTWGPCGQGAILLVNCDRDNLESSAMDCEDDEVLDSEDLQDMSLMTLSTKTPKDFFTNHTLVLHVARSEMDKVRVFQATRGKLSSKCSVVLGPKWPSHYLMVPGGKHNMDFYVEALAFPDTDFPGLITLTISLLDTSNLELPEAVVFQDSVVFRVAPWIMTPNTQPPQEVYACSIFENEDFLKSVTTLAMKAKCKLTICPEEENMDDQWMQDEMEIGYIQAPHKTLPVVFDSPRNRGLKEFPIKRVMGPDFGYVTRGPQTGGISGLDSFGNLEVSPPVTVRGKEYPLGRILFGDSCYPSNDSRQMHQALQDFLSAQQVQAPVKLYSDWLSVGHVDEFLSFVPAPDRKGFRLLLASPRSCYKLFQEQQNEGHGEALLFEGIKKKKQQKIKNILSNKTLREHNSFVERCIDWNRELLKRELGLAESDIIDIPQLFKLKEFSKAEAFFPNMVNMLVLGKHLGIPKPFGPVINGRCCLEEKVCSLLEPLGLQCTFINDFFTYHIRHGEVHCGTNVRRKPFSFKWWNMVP
MEX-5 binding – C. elegans MEX-5 TCR-2 RNA binding activity; MEX-5/FITC-TCR2 RNA binding, fluorescence polarization; active compounds read low; activity score (negative = inhibition of binding), % at 10 µM; hit rate 0.38% among 300,000; AID 1832;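 active = inhibition past about -25% in most replicates, and total fluorescence under double the plate's negative control median, limit read from the data; inconclusive = replicates evenly split on the limit, or fluorescence at least double controls; inactive = too little inhibition in most replicates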;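 also: 0% = DMSO and -100% = 5 µM competing unlabeled TCR2 RNA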
GLD-1 RNA inh – GLD-1-TGE RNA interaction inhibition (C. elegans); Q17339; purified GLD-1 + fluorescein TGE RNA, fluorescence polarization; inhibition, % at 5.96 µM; hit rate 0.44% among 320,000; AID 2280;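 active = percent inhibition above a per-plate cutoff, the plate mean of test compounds plus 3 SD, cut at about 30% in these data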;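 also: 0% = DMSO wells with GLD-1 and probe and 100% = wells lacking GLD-1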
Target sequence (Q17339 whole entry, looked up): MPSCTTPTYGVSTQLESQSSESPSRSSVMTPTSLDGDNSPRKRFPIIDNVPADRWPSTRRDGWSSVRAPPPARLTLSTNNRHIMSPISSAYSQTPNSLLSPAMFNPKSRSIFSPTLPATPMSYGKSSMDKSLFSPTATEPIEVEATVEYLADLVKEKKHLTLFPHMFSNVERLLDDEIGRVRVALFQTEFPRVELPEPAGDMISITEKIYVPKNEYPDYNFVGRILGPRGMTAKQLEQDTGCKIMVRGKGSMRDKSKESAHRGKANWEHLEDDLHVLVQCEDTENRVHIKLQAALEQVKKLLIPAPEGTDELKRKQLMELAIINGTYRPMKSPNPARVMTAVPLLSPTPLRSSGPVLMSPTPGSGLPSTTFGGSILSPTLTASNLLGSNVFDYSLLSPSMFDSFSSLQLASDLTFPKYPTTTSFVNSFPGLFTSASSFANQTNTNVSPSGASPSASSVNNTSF
Active calls of the source: *; ? = inconclusive; · = no result given. This is a subset; count on the stated rates, not on these rows.

1. CCOC(=O)C1CCCN(c2ccc([N+](=O)[O-])c3nonc23)C1 (stereo not drawn)
- PAD4 inh = ·
- MEX-5 binding = ?
- GLD-1 RNA inh = ·

2. COc1ccccc1NC(=O)c1cn(CCC#N)nc1-c1ccc(F)cc1
- PAD4 inh = ·
- MEX-5 binding = -0.4
- GLD-1 RNA inh = ·

3. Clc1ccc(-c2nc3ccc(Cl)cn3c2CN2CCCCC2)cc1
- PAD4 inh = ·
- MEX-5 binding = -0.8
- GLD-1 RNA inh = ·

4. O=[N+]([O-])c1cccc(CN2CC=C(c3ccc(F)cc3)CC2)c1
- PAD4 inh = ·
- MEX-5 binding = 1.2
- GLD-1 RNA inh = ·

5. COc1ccc(N2C(=O)/C(=C/c3ccc(C)o3)C(=O)NC2=S)cc1
- PAD4 inh = ·
- MEX-5 binding = -7.3
- GLD-1 RNA inh = ·

6. O=[N+]([O-])c1cc(-c2ccc([As](=O)(O)O)cc2)ccc1[As](=O)(O)O
- PAD4 inh = ·
- MEX-5 binding = -46.3*
- GLD-1 RNA inh = ·

7. CC(C)n1c(O)c(C2c3cc(Cl)ccc3Oc3[nH]c(=O)n(C(C)C)c(=O)c32)c(=O)[nH]c1=O (stereo not drawn)
- PAD4 inh = ·
- MEX-5 binding = -2.9
- GLD-1 RNA inh = ·

8. COc1ccc(-n2c(-c3ccccc3[N+](=O)[O-])nc3ccccc3c2=O)cc1
- PAD4 inh = ·
- MEX-5 binding = -0.6
- GLD-1 RNA inh = ·

9. c1ccc(CCNCc2cccs2)cc1
- PAD4 inh = ·
- MEX-5 binding = 0.8
- GLD-1 RNA inh = ·

10. COc1cc2c(cc1/C=C/[N+](=O)[O-])OCO2
- PAD4 inh = ·
- MEX-5 binding = -11.7
- GLD-1 RNA inh = ·

11. O=C1C2CCCC1C(N1CCCCC1)CC2 (stereo not drawn)
- PAD4 inh = ·
- MEX-5 binding = 0.0
- GLD-1 RNA inh = ·

12. COc1ccc(-c2nn(CCC#N)cc2C(=O)NCc2ccccc2)cc1[N+](=O)[O-]
- PAD4 inh = ·
- MEX-5 binding = -0.6
- GLD-1 RNA inh = ·

13. OC1C2CN3CN(C2)CC1(c1ccccc1)C3 (stereo not drawn)
- PAD4 inh = ·
- MEX-5 binding = -1.7
- GLD-1 RNA inh = ·

14. COc1ccc(-c2cc(=NCCC(=O)O)c3cc(C)ccc3o2)cc1
- PAD4 inh = ·
- MEX-5 binding = 1.9
- GLD-1 RNA inh = ·

15. CCC(N)Cc1c[nH]c2ccccc12 (stereo not drawn)
- PAD4 inh = ·
- MEX-5 binding = 2.8
- GLD-1 RNA inh = ·

16. O=c1c2ccccc2nc(-c2ccccc2Cl)n1-c1cccc(O)c1
- PAD4 inh = ·
- MEX-5 binding = -3.4
- GLD-1 RNA inh = ·

17. COc1nc2ccccc2nc1N1CCN(C)CC1
- PAD4 inh = ·
- MEX-5 binding = -1.6
- GLD-1 RNA inh = ·

18. C#CC1(OC(=O)c2ccccc2)CC(C)N(C)CC1C (stereo not drawn)
- PAD4 inh = ·
- MEX-5 binding = 2.3
- GLD-1 RNA inh = ·

19. C=CCN1C(=O)NC(=O)/C(=C/C=C/c2ccccc2)C1=O
- PAD4 inh = ·
- MEX-5 binding = -7.3
- GLD-1 RNA inh = ·

20. COc1cc(CN2CC=C(c3ccc(F)cc3)CC2)cc(OC)c1
- PAD4 inh = ·
- MEX-5 binding = 1.6
- GLD-1 RNA inh = ·

21. O=C(Cc1ccccc1)N1CCN(CCCc2ccccc2)CC1
- PAD4 inh = ·
- MEX-5 binding = -0.6
- GLD-1 RNA inh = ·

22. COc1cccc(-n2c(/C=C/c3ccccn3)nc3ccccc3c2=O)c1
- PAD4 inh = ·
- MEX-5 binding = 0.1
- GLD-1 RNA inh = ·

23. CCn1c(C)c(C(=O)NCCc2ccccc2)c2cc(OC)ccc21
- PAD4 inh = ·
- MEX-5 binding = -2.3
- GLD-1 RNA inh = ·

24. CCOc1ccc(-c2cc(C)[n+](CCc3ccc(OC)c(OC)c3)c(-c3ccc(OCC)cc3)c2)cc1
- PAD4 inh = ·
- MEX-5 binding = 1.4
- GLD-1 RNA inh = ·

25. Cc1cc(/C=C2\C(=O)NC(=O)N(c3ccccc3)C2=O)c(C)n1-c1ccc(C(=O)O)c(Cl)c1
- PAD4 inh = ·
- MEX-5 binding = 1.0
- GLD-1 RNA inh = ·

26. N#CCCn1cc(C(=O)Nc2ccc(F)cc2)c(-c2ccccc2)n1
- PAD4 inh = ·
- MEX-5 binding = 2.6
- GLD-1 RNA inh = ·

27. C[C@]1(O)CCC2C3CC[C@@H]4CC(=O)CC[C@]4(C)C3CC[C@@]21C (stereo partly drawn)
- PAD4 inh = 2.3
- MEX-5 binding = ·
- GLD-1 RNA inh = -3.9

28. O=c1ccc2c(O)c3ccoc3cc2o1
- PAD4 inh = -11.9
- MEX-5 binding = ·
- GLD-1 RNA inh = 3.1

29. CN1CCC23c4c5ccc(O)c4O[C@@H]2[C@H](O)C=CC3C1C5 (stereo partly drawn)
- PAD4 inh = -1.7
- MEX-5 binding = ·
- GLD-1 RNA inh = 0.2

30. C[C@]12CC[C@H]3[C@@H](CCC4=CC(=O)CC[C@@]43C)[C@@H]1CC[C@@H]2O
- PAD4 inh = 1.9
- MEX-5 binding = ·
- GLD-1 RNA inh = 5.0

31. C[C@]12CC[C@@H](O)CC1=CCC1C2CC[C@@]2(C)C1C[C@@H](F)[C@@H]2O (stereo partly drawn)
- PAD4 inh = 2.5
- MEX-5 binding = ·
- GLD-1 RNA inh = 0.9

32. COc1cc2c(cc1OC)[C@H]1C(=O)c3ccc4c(c3O[C@H]1CO2)C[C@@H](C(C)(C)O)O4
- PAD4 inh = 3.5
- MEX-5 binding = ·
- GLD-1 RNA inh = -3.9

33. CNC(C)Cc1ccccc1 (stereo not drawn)
- PAD4 inh = -1.5
- MEX-5 binding = ·
- GLD-1 RNA inh = 0.9

34. CC[C@H](C)/C=C(C)/C=C/C1=CC2=C(Cl)C(=O)[C@](C)(OC(C)=O)C(=O)C2=CO1
- PAD4 inh = -1.8
- MEX-5 binding = ·
- GLD-1 RNA inh = 11.4

35. CC[C@H](OC(C)=O)C(C[C@H](C)N(C)C)(c1ccccc1)c1ccccc1
- PAD4 inh = -6.1
- MEX-5 binding = ·
- GLD-1 RNA inh = -2.0

36. CC(C)(C)[C@]1(O)C[C@@H]2OC(=O)C[C@@]23C(=O)O[C@@H]2OC(=O)[C@@H](O)C213 (stereo partly drawn)
- PAD4 inh = 3.5
- MEX-5 binding = ·
- GLD-1 RNA inh = 6.6

37. CC(C)=CCN1CC[C@@]2(C)c3cc(O)ccc3CC1C2C (stereo partly drawn)
- PAD4 inh = -0.8
- MEX-5 binding = ·
- GLD-1 RNA inh = 0.4

38. C[C@]12CCC3C(CC[C@H]4C[C@H](OC(=O)c5cccnc5)CC[C@]34C)C1CCC2=O (stereo partly drawn)
- PAD4 inh = -7.5
- MEX-5 binding = ·
- GLD-1 RNA inh = -7.1

39. Cc1ccc2c(c1)C1C[N+](C)(CC(=O)c3ccc(Cl)cc3Cl)CCC1N2C(=O)c1ccc(F)cc1 (stereo not drawn)
- PAD4 inh = 1.7
- MEX-5 binding = ·
- GLD-1 RNA inh = 1.4

40. COC(=O)C1C2CC[C@@H](CC1OC(=O)c1ccccc1)N2 (stereo partly drawn)
- PAD4 inh = -6.3
- MEX-5 binding = ·
- GLD-1 RNA inh = 1.1

41. CCCC[C@@H](C)C[C@@H](C)C(=O)N(C)[C@@H](CC(C)C)C(=O)N[C@H](C(=O)N(C)[C@H](C(=O)N1C[C@@H](O)C[C@H]1C(=O)N1C(=O)C=C[C@@H]1C)C(C)C)C(C)OC(C)=O (stereo partly drawn)
- PAD4 inh = -4.2
- MEX-5 binding = ·
- GLD-1 RNA inh = 3.0

42. CC1=CC(=O)OC2CC3OC4C[C@@H](C)C5OC6CC7O[C@]8(C)C/C=C\C9OC%10CC%11OC(CC(C)C%12OCCO%12)CC(O)[C@]%11(C)OC%10CC9OC8C[C@]7(C)O[C@]6(C)CCC5OC4C[C@]3(C)OC12 (stereo partly drawn)
- PAD4 inh = -0.2
- MEX-5 binding = ·
- GLD-1 RNA inh = 2.3

43. COC(=O)[C@@H]1C(OC(=O)c2ccccc2)CC2CCC1N2C (stereo partly drawn)
- PAD4 inh = 3.2
- MEX-5 binding = ·
- GLD-1 RNA inh = 5.8

44. Cc1ccccc1O
- PAD4 inh = -3.7
- MEX-5 binding = ·
- GLD-1 RNA inh = 2.9

45. CC(CC(C#N)(c1ccccc1)c1ccccc1)N(C)C (stereo not drawn)
- PAD4 inh = -1.1
- MEX-5 binding = ·
- GLD-1 RNA inh = -3.4

46. CC(=O)OC(C)(C)/C=C/C(=O)[C@](C)(O)C1[C@H](O)C[C@@]2(C)C3CC=C4C(C[C@H](O)C(=O)C4(C)C)[C@]3(C)C(=O)C[C@]12C (stereo partly drawn)
- PAD4 inh = -2.1
- MEX-5 binding = ·
- GLD-1 RNA inh = 0.8

47. N=C1c2ccccc2CN1NC(=O)c1ccco1
- PAD4 inh = -3.0
- MEX-5 binding = ·
- GLD-1 RNA inh = 5.5

48. COC1=CC(=O)[C@]2(C=C1OC)OC[C@@H]1Oc3c(ccc4c3C=CC(C)(C)O4)C(=O)[C@@H]12
- PAD4 inh = -1.3
- MEX-5 binding = ·
- GLD-1 RNA inh = 14.8

49. Cc1noc(C)c1CSCC(=O)Nc1ccc(C#N)c(Cl)c1
- PAD4 inh = -1.4
- MEX-5 binding = ·
- GLD-1 RNA inh = 3.0

50. O=C1/C(=C/c2ccccc2)C[C@@]2(O)[C@H]3Cc4ccc(O)c5c4[C@@]2(CCN3CC2CC2)C1O5 (stereo partly drawn)
- PAD4 inh = -0.5
- MEX-5 binding = ·
- GLD-1 RNA inh = -4.9

51. C[C@]12CCC3C(CC[C@H]4C[C@@H](O)CC[C@]34C)C1C[C@@H](O)[C@]2(C)O (stereo partly drawn)
- PAD4 inh = 2.0
- MEX-5 binding = ·
- GLD-1 RNA inh = -0.7

52. CCOC(=O)c1ccccc1N
- PAD4 inh = -4.3
- MEX-5 binding = ·
- GLD-1 RNA inh = 1.8

53. C[C@]12C[C@@H](O)[C@H](O)CC1=CCC1C2CC[C@]2(C)C(=O)CCC12 (stereo partly drawn)
- PAD4 inh = -2.8
- MEX-5 binding = ·
- GLD-1 RNA inh = 0.9

54. Cc1c(C)c2ccc(OCC(=O)N3CCN(Cc4ccccc4)CC3)cc2oc1=O
- PAD4 inh = -6.6
- MEX-5 binding = ·
- GLD-1 RNA inh = 2.4

55. CN1C2CCC1C(C(=O)O)C(OC(=O)c1ccccc1)C2 (stereo not drawn)
- PAD4 inh = -2.0
- MEX-5 binding = ·
- GLD-1 RNA inh = 1.2

56. COc1ccc2c3c1OC1[C@H](O)CCC4[C@@H](C2)N(C)CC[C@]314 (stereo partly drawn)
- PAD4 inh = -0.2
- MEX-5 binding = ·
- GLD-1 RNA inh = 5.6

57. C[C@]12CCC3C(CC[C@H]4C[C@@H](O)CC[C@]34C)C1C[C@@H](Br)[C@@H]2O (stereo partly drawn)
- PAD4 inh = -1.1
- MEX-5 binding = ·
- GLD-1 RNA inh = -3.7

Among those listed so far, 13 have an aryl methoxy group:
2. COc1ccccc1NC(=O)c1cn(CCC#N)nc1-c1ccc(F)cc1
- PAD4 inh = ·
- MEX-5 binding = -0.4
- GLD-1 RNA inh = ·

5. COc1ccc(N2C(=O)/C(=C/c3ccc(C)o3)C(=O)NC2=S)cc1
- PAD4 inh = ·
- MEX-5 binding = -7.3
- GLD-1 RNA inh = ·

8. COc1ccc(-n2c(-c3ccccc3[N+](=O)[O-])nc3ccccc3c2=O)cc1
- PAD4 inh = ·
- MEX-5 binding = -0.6
- GLD-1 RNA inh = ·

10. COc1cc2c(cc1/C=C/[N+](=O)[O-])OCO2
- PAD4 inh = ·
- MEX-5 binding = -11.7
- GLD-1 RNA inh = ·

12. COc1ccc(-c2nn(CCC#N)cc2C(=O)NCc2ccccc2)cc1[N+](=O)[O-]
- PAD4 inh = ·
- MEX-5 binding = -0.6
- GLD-1 RNA inh = ·

14. COc1ccc(-c2cc(=NCCC(=O)O)c3cc(C)ccc3o2)cc1
- PAD4 inh = ·
- MEX-5 binding = 1.9
- GLD-1 RNA inh = ·

17. COc1nc2ccccc2nc1N1CCN(C)CC1
- PAD4 inh = ·
- MEX-5 binding = -1.6
- GLD-1 RNA inh = ·

20. COc1cc(CN2CC=C(c3ccc(F)cc3)CC2)cc(OC)c1
- PAD4 inh = ·
- MEX-5 binding = 1.6
- GLD-1 RNA inh = ·

22. COc1cccc(-n2c(/C=C/c3ccccn3)nc3ccccc3c2=O)c1
- PAD4 inh = ·
- MEX-5 binding = 0.1
- GLD-1 RNA inh = ·

23. CCn1c(C)c(C(=O)NCCc2ccccc2)c2cc(OC)ccc21
- PAD4 inh = ·
- MEX-5 binding = -2.3
- GLD-1 RNA inh = ·

24. CCOc1ccc(-c2cc(C)[n+](CCc3ccc(OC)c(OC)c3)c(-c3ccc(OCC)cc3)c2)cc1
- PAD4 inh = ·
- MEX-5 binding = 1.4
- GLD-1 RNA inh = ·

32. COc1cc2c(cc1OC)[C@H]1C(=O)c3ccc4c(c3O[C@H]1CO2)C[C@@H](C(C)(C)O)O4
- PAD4 inh = 3.5
- MEX-5 binding = ·
- GLD-1 RNA inh = -3.9

56. COc1ccc2c3c1OC1[C@H](O)CCC4[C@@H](C2)N(C)CC[C@]314 (stereo partly drawn)
- PAD4 inh = -0.2
- MEX-5 binding = ·
- GLD-1 RNA inh = 5.6

Source: PubChem BioAssay (several laboratories)
